Bioassay records: PubChem BioAssay, several laboratories
AID2073 – inhibitors of Mint1-CaV2.2 protein interaction, biochemical, HTRF (AID 2073) | HTRF protein-protein interaction, Mint1-CaV2.2; higher % means a stronger effect | inhibition, % at 20 µM; hits with a dose series show IC50 in µM | 290,000 compounds, 0.19% hits; in the data active means inhibition mostly above about 51%, no sharp cut-off; inconclusive means no clear call, values can overlap the other calls; inactive means mostly below about 53%; further: some results filed as inactive read as strong as hits
Dynein transport – blocks dynein driven cargo transport along microtubules; 3617.4 mouse cells, GR-EGFP nuclear translocation imaging; test concentration mostly 20 µM; stimulated with dexamethasone, 1 µM; hits give low values; z-score, hits read low; 220,000 compounds, 0.47% hits; AID 1381;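 active means plate z-score of nuclear minus cytoplasmic receptor signal below a set negative limit, without overly bright fluorescence or cell loss, cut at about -3.5 in these data, passing the limit was not always enough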;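 further: z-score of nuclear minus cytoplasmic ring GR-EGFP intensity difference per well; some compounds called inactive have numbers as strong as hits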
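medium = tetracycline-free induction medium containing charcoal-stripped FBS | also added = 1.0 µM final dexamethasone stimulus | schedule = 48 h induction, 1 h compound, 30 min dex at 37 °C | technique = fixed, Hoechst-stained cells imaged at 10x for EGFP | measure = GR-EGFP nuclear translocation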
M1AAP inhibition – P. falciparum M1AAP inhibitors, biochemical, fluorogenic H-Leu-NHMec substrate, 1536-well (AID 1445) | 220,000 compounds, 0.42% hits | one-dose inhibition, % at 30 µM; IC50 in µM for titrated hits | recombinant M1AAP, H-Leu-NHMec fluorogenic kinetic assay; higher % means a stronger effect;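 active means primary inhibition above the hit cutoff, then over 50% inhibition at one or more dose response concentrations, cut at about 23% in these data, passing the limit was not always enough; inconclusive means conflicting primary data, or primary hits not chosen for dose response; inactive means low primary inhibition, or under 50% at every dose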;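 further: plate controls were DMSO full reaction for no effect and no enzyme background for full effect; strong numbers were not always called active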
KOR beta-arrestin-1 – KOR antagonists, beta-arrestin recruitment, cell-based, luminescence, uHTS (AID 1778); KOR beta-arrestin recruitment, luminescence, antagonist mode; higher % means a stronger effect; inhibition, % at 10 µM; hits with a dose series show IC50 in µM; 290,000 compounds, 0.091% hits; further: strong numbers were not always called active
HEK293 NOD2/NF-kB – inhibition of NOD2-driven NF-kB reporter – cell-based, luminescence, uHTS, HEK293 (AID 1566). HEK293 NOD2/NF-kB luciferase reporter, luminescence; higher % means a stronger effect. inhibition, % at 4 µM; hits with a dose series show EC50 in µM. 290,000 compounds, 0.63% hits; further: many of its hits are not listed in these tables
KOR beta-arrestin-2 – kappa opioid receptor activators – cell-based, luminescence, uHTS, primary screen (AID 1777); KOR beta-arrestin recruitment, luminescence; higher % means a stronger effect; one-dose activation, % at 10 µM; EC50 in µM for titrated hits; 280,000 compounds, 0.02% hits; in the data active means activation above about 50%, passing the limit was not always enough; further: a part of the inactive calls stands beside numbers as strong as those of hits
M17LAP inhibition – P. falciparum M17LAP inhibitors, primary screen, biochemical, fluorogenic H-Leu-NHMec substrate, 1536-well (AID 1619); 220,000 compounds, 0.38% hits; recombinant M17LAP, H-Leu-NHMec fluorogenic kinetic assay; higher % means a stronger effect; inhibition, % at 30 µM; hits with a dose series show IC50 in µM;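 active means compound inhibiting the enzyme by more than half at any dose during confirmatory dose-response retesting; inconclusive means strong single-dose inhibitors picked by rank but not retested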;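 further: plate controls were full reaction with DMSO carrier for no effect and no enzyme background for full effect; strong numbers were not always called active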
NOD1 NF-kB reporter – inhibition of NOD1-driven NF-kB reporter – cell-based, luminescence, uHTS, primary screen (AID 1578) | 290,000 compounds, 1% hits | inhibition, % at 4 µM; hits with a dose series show EC50 in µM | NOD1-driven NF-kB luciferase reporter cells, luminescence; higher % means a stronger effect; in the data active means inhibition mostly above about 36%, no sharp cut-off; inactive means mostly below about 34%;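 further: HEK-293T reporter cells stimulated with the NOD1 agonist gamma-tri-DAP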
GPR55 beta-arrestin – GPR55 agonists via beta-arrestin recruitment, primary screen, imaging, U2OS cells, beta-arrestin-GFP redistribution (AID 1961). U2OS GPR55 beta-arrestin-GFP redistribution imaging; higher % means a stronger effect. activation, % at 10 µM, or EC50 in µM where a hit was titrated. 290,000 compounds, 0.048% hits;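 active means activation above 40% with more than 50 cells counted in the well; inconclusive means wells holding fewer than 50 cells, flagged as toxic or sparse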;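 further: U2OS osteosarcoma cells stably expressing GPR55 and beta-arrestin-GFP; plate controls were DMSO negative control for no effect and LPI positive control for full effect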
Dynein transport cytoplasmic EGFP – second read-out of Dynein transport, no call of its own (marks repeat the call); z-score; measured here: cytoplasmic GR-EGFP intensity; hits give high values
Dynein transport nuclear GR-EGFP – second read-out of Dynein transport, no call of its own (marks repeat the call); z-score; measured here: nuclear GR-EGFP intensity;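 lower value marks the stronger effect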
Dynein transport cell count – recorded beside Dynein transport, whose call it bears; z-score; measured here: cell count per field
* = called active by the depositor; u = inconclusive; x = no result given; [ ] = dose if it differs, or a comment. Unless noted, no stated cut-off is given here; in the data, active means inhibition above about 50%; inactive means the rest.

Order of results: AID2073, Dynein transport, Dynein transport cytoplasmic EGFP, Dynein transport nuclear GR-EGFP, Dynein transport cell count, M1AAP inhibition, KOR beta-arrestin-1, HEK293 NOD2/NF-kB, KOR beta-arrestin-2, M17LAP inhibition, NOD1 NF-kB reporter, GPR55 beta-arrestin
COc1cc(Cl)ccc1OCc1cc(C(=O)N(C)C2CCOC2)no1 (stereo not drawn)
    2%, x, x, x, x, x, -9%, -20%, 0.1%, x, -50%, -0.1%
CCCOC(=O)c1ccc(NC(=O)CC(C)(C)C)cc1
    -12%, 0.05, -0.27, 0.45, 0.53, x, -60%[20 µM], -133%, x, x, -74%, -0.1%
COc1cc(NC(=O)CSc2nc3ncnc(N)c3[nH]2)c(C(=O)O)cc1OC
    13%, x, x, x, x, x, -40%, -4%, 5.2%, x, -29%, -0.1%
CCOc1ccc(C(C(=O)NCC2CCCO2)N(C(=O)c2snc(C(N)=O)c2N)c2ccc3c(c2)OCCO3)cc1 (stereo not drawn)
    14%, x, x, x, x, x, -7%, 15%, -4.8%, x, -7%, 0.1%
Cc1ccc(NC(=O)CSC2=C(C#N)C(c3ccco3)C3=C(CCCC3=O)N2)cc1 (stereo not drawn)
    -9%, -0.74, -0.25, 0.23, 0.64, 6%, -8%, -6%, -0.5%, 41%, 0%, -0.1%
O=C(COC(=O)c1ccc(Sc2ccccc2)c([N+](=O)[O-])c1)NC1CCCc2ccccc21 (stereo not drawn)
    1%, -1.1, -0.022, -0.28, 0.23, 13%, -15%, 8%, 7.2%, -5%, 29%, 0.0%
C/C(=N\NC(=O)CCc1c(C)n[nH]c1C)c1ccc([N+](=O)[O-])cc1
    -12%, 0.38, -0.29, -0.14, 0.58, 7%, -5%, 4%, 3.4%, 7%, -9%, 0.0%
C/C=C\C=C/C(=O)Nc1cccc(C2=NOC3(C2)C[C@H](C(N)=O)N(C(=O)Cc2ccc([N+](=O)[O-])cc2)C3)c1 (stereo partly drawn)
    28%, -0.0018, -0.77, 0.028, -0.041, 10%, 22%, 26%, 0.6%, 10%, 4%, -0.1%
OC(CNC1CCCC1)COc1ccc(F)cc1 (stereo not drawn)
    10%, x, x, x, x, x, -30%[20 µM], 11%, 1.4%, x, -7%, 0.7%
CCN(C(=O)COc1ccccc1)C1CCCCC1
    -2%, -1, -0.27, -0.33, 0.8, 2%, 17%, -30%, -0.7%, 6%, -3%, -0.3%
Cc1cc(C)cc(NS(=O)(=O)c2ccc3c(c2)C(C)(C)C(=O)N3C)c1
    -4%, x, x, x, x, x, 17%[20 µM], 6%, 1.2%, x, -28%, -0.3%
Cc1nonc1CC(=O)NC1CCCc2c1cnn2-c1ccc(F)cc1F (stereo not drawn)
    -1%, x, x, x, x, x, -23%, 15%, -4.4%, x, -11%, -0.2%
Cn1c(-c2cc(Br)ccc2O)n[nH]c1=S
    -9%, -0.082, -0.11, 0.3, -0.36, 21%, 22%, 13%, -2.0%, 26%, -11%, -0.4%
CC(=O)Nc1nonc1NC(=O)c1ccc(C(C)(C)C)cc1
    -6%, -0.23, -0.097, -0.75, -0.79, 9%, 12%, -84%, 1.0%, -37%, -75%, -0.1%
Cc1nn(C)cc1/C=N/NC(=O)c1ccc2c(c1)OCO2
    -5%, 1.4, -0.19, 1.2, -0.51, 4%, 14%, 0%, -1.6%, 18%, x, -0.1%
O=C1N=C(N2CCCC2C(=O)O)S/C1=C\c1ccco1 (stereo not drawn)
    95%*, 0.28, -0.28, 0.14, -1.7, 6%, 7%, 3%, 1.0%, 11%, -22%, 0.3%
FC(F)(F)c1cccnc1Oc1ccc(C2=NCCS2)cc1
    -3%, 0.34, -0.25, 0.14, 0.35, 4%, -115%, 9%, 11%, 1%, -5%, -0.2%
COc1ccc(C2NC(=O)c3ccccc3N2)cc1OC (stereo not drawn)
    24%, -0.33, 0.23, 0.15, 0.19, 3%, -1%, -16%, -8.8%, 13%, -47%, -0.1%
COc1ccc(CNC(=S)Nc2ccc3nc(N4CCN(C)CC4)cc(C)c3c2)cc1
    -14%, -0.48, -0.33, 0.063, 1.2, 6%, 5%, 10%, -1.2%, 6%, -24%, -0.3%
CC(C)[C@H](NC(=O)N1CC(=O)Nc2ccccc21)C(=O)N[C@H](C(=O)O)c1ccccc1
    15%, x, x, x, x, x, 22%, 0%, 1.7%, x, 22%, 0.1%
Cc1cc(C)c2cc(C=O)c(Cl)nc2c1
    25%, 0.5, -0.24, 0.5, -0.93, 12%, -95%, -17%, 5.2%, -9%, -29%, 0.9%
O=C1C(Cc2ccccc2)C(c2ccccc2)N1c1ccccc1 (stereo not drawn)
    -5%, 0.76, -0.23, 0.89, 0.14, -1%, 4%, 16%, 1.2%, -1%, 4%, 0.6%
COc1ccc(C(=O)NCC(=O)NCC(=O)OCC(=O)c2ccc(C)cc2)cc1
    3%, x, x, x, x, x, 9%, 0%, 8.8%, x, -23%, -0.1%
Nc1nnc(CC(=O)N/N=C/c2ccc(-c3ccccc3Cl)o2)s1
    13%, 0.088, -0.25, 0.013, 0.11, 9%, -40%, 6%, -2.1%, -2%, -26%, -0.1%
COc1ccc(CNCc2ccccc2C(F)(F)F)cc1
    4%, x, x, x, x, x, -10%[20 µM], -2%, -3.8%, x, -15%, 0.2%
Cc1ccccc1CN1CCN(CC(=O)NC(C)c2ccccc2)CC1 (stereo not drawn)
    2%, x, x, x, x, x, -28%[20 µM], -7%, 0.1%, x, 4%, -0.1%
O=c1oc(-c2cccc([N+](=O)[O-])c2)nc2ccccc12
    1%, x, x, x, x, x, -70%[20 µM], 4%, -3.5%, x, -17%, 0.3%
COc1cc(/C=N/Nc2ccccc2C(F)(F)F)ccc1O
    -3%, -0.52, -0.16, -0.27, 0.41, 10%, -9%, -52%, 0.1%, -3%, -24%, -0.2%
S=C1N(c2ccccc2)C(c2ccc(Br)cc2)N2CCCN12 (stereo not drawn)
    -6%, 0.11, -0.25, 0.059, -0.095, -1%, 13%, 18%, -3.8%, -1%, 1%, -0.2%
O=C(CSc1nnc(Cc2ccccc2)o1)NC1CCCCC1
    -5%, -0.29, 0.022, -0.21, -0.99, -4%, 12%, 4%, -1.1%, 11%, -3%, -0.3%
O=C(NC(=S)Nc1cccc(Cl)c1N1CCOCC1)c1cccs1
    -1%, -0.6, -0.3, -0.31, 0.89, 1%, 9%, -6%, -4.0%, -2%, -22%, -0.3%
COc1ccccc1C(=O)N/N=C(\C)c1ccc(NC(=O)C2CC2)cc1
    4%, 0.59, 0.018, 0.64, -1, 8%, -1%, 21%, 5.6%, 15%, -37%, -0.4%
O=S(=O)(/N=C(\Nc1ccc(F)cc1)C(F)(F)F)c1ccccc1
    13%, -1.3, -0.14, 0.085, -0.048, 1%, -3%, -10%, 2.4%, -10%, -14%, -0.1%
COc1cc2c(cc1OC)C1Cc3ccc(OC)c(OC)c3C[N+]1([O-])CC2 (stereo not drawn)
    -4%, 0.19, -0.79, 0.18, -0.18, -5%, 31%, 23%, -2.8%, 1%, -2%, 0.7%
Cc1ccc(/C=N/N2C(=O)C3C(C2=O)C2C=CC3C23CC3)o1 (stereo not drawn)
    0%, 0.54, 0.52, 0.09, 0.79, -5%, -10%, 10%, -3.2%, 5%, -7%, -0.3%
Cc1ccc(C(=O)OCC(=O)NNC(=O)c2ccccc2)c(O)c1
    13%, x, x, x, x, x, 13%, 2%, 0.5%, x, -31%, -0.1%
O=c1oc(-c2cccs2)nc2ccccc12
    u, -0.42, -0.3, -0.091, 0.65, 7%, 20%, -7%, 1.4%, 10%, 0%, 0.0%
Cc1ccsc1/C=N/NC(=O)CNC(=O)c1c(F)cccc1Cl
    6%, x, x, x, x, x, -10%, 6%, -4.3%, x, -9%, -0.2%
Cc1ccc(NC2CC(=O)N(CCc3ccccc3)C2=O)cc1 (stereo not drawn)
    -5%, -0.4, 0.26, -0.24, 0.48, 0%, -13%, -13%, 0.0%, -3%, 10%, -0.1%
Cc1ccc(CN2CCN(Cc3cn[nH]c3-c3ccccc3)CC2CCO)o1 (stereo not drawn)
    0%, -0.66, -0.095, -0.47, -0.51, 7%, -31%[20 µM], 0%, x, 8%, -25%, 0.2%
COc1cc(NC(=O)C(F)(F)F)cc(OC)c1
    -4%, 0.22, -0.17, 0.19, 0.54, 1%, -18%, 11%, 7.8%, -6%, -11%, 0.3%
CC(=O)N1CCN(c2ccc(NS(=O)(=O)c3ccc(C)cc3)cc2)CC1
    7%, x, x, x, x, x, -6%, 3%, -1.3%, x, -22%, -0.4%
COc1ccccc1Cn1c(C)nnc1-c1cnn(C)c1N
    -4%, 0.47, -0.2, 0.64, -0.32, -9%, -4%, 14%, -7.5%, -1%, -20%, 1.6%
CC1(C)Cc2c(cnn2-c2ccccc2)C(=O)/C1=N\NC(=O)c1ccccc1O
    -12%, -0.18, -0.27, 0.055, 0.56, u, -4%, 22%, -0.9%, -2%, 18%, -0.1%
CCCc1ccc2oc(C(=O)NCc3nnc(C)o3)c(C)c2c1
    -7%, x, x, x, x, x, -2%, -48%, 5.4%, x, -58%, -0.1%
CSc1ccccc1NC(=O)CN(c1cc(C)cc(C)c1)S(C)(=O)=O
    3%, 0.39, -0.25, -0.53, -0.17, 13%, -28%, -15%, -4.6%, -3%, -26%, 0.3%

An excerpt; rates above refer to the full screens.
